HTRA1 inh: HTRA1 serine protease inhibitors, primary screen, biochemical, fluorescence polarization, HTS; inhibition, % at 5.96 µM; recombinant HTRA1, FP-rhodamine activity-based probe; hit rate 0.5% among 340,000; Q92743; in the data active = inhibition above about 36%;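 note: 0% = enzyme with DMSO and 100% = wells lacking enzyme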
TCR-CD3 inh: inhibitors of human TCR-CD3 interaction, primary screen, biochemical, fluorescence, TAMRA-labeled TCR probe | inhibition, % at 9.4 µM | hit rate 0.37% among 360,000 | AID 651800, 2012; in the data active = inhibition above about 19%;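 note: recombinant mutant TCR 2C K166C tagged with TAMRA read by polarization; 0% = receptor in buffer alone and 100% = receptor with positive control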
PG9 Ab binder: binders of HIV-1 gp120 antibody PG9, primary screen, biochemical, TR-FRET. HIV-1 gp120 / PG9 antibody interaction. TR-FRET gp120-PG9 antibody binding. inhibition, % at 6.7 µM. hit rate 0.43% among 360,000. AID 624416, 2012; in the data active = inhibition above about 8.5%
Tn7 DDE FP: inhibitors of Tn7 peptide binding to fibrin DD(E), primary screen, biochemical, fluorescence polarization, human fibrin, Tn7 probe; Fibrinogen beta chain (Homo sapiens), P02675; FP displacement of FITC-Tn7 peptide from fibrin DD(E); 0% = median of compound wells per plate; inhibition, % at 8.3 µM; hit rate 0.13% among 370,000;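 active = inhibition above the mean of compounds falling within the control limits plus 3 SD of them, cut at about 14% in these data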;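 note: 0% = plate median of compound wells and 100% = 10 µM Aha-Tn7 peptide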
Target sequence (P02675 whole entry, looked up): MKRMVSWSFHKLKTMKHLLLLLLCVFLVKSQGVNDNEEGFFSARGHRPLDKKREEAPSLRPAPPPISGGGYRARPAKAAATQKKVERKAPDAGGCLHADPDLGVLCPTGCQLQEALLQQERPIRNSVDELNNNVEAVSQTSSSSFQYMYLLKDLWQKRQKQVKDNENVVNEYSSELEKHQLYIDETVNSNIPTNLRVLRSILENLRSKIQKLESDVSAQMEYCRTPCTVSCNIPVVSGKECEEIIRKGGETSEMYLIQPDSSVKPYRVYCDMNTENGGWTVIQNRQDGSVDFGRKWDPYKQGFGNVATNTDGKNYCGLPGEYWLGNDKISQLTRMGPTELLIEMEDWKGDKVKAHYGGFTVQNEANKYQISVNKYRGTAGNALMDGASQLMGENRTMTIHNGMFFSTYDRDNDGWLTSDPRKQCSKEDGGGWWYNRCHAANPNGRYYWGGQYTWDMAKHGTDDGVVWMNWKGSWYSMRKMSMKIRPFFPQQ
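assay system = human clot-derived fibrin DD(E) complex | quantity = Fibrin-DD(E) at 2 µM final | timing = 10 min preincubation, 3 h with tracer, room temperature | signal = fluorescence polarization | measure = percent inhibition | benchmarks = high control wells with 10 µM unlabelled Aha-Tn7 peptide (full inhibition) | replicates = singlicate testing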
UHRF1 MBD2 ctr: UHRF1 methylated DNA binding inhibitors, primary screen, counter-screen for MBD2 inhibitor project, biochemical, TR-FRET, human UHRF1, single concentration. UHRF1 binding to methylated oligo. inhibition, % at 4.4 µM. hit rate 0.75% among 370,000. AID 687016, 2013; in the data active = inhibition above about 21%;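 note: UHRF1 SRA domain binding a hemimethylated CpG hairpin DNA probe; 0% = median of test compound wells and 100% = reference inhibitor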
SIAE primary: human SIAE inhibitors, primary screen, biochemical, fluorescence polarization, FP-Rh probe, 1536-well HTS; SIAE FP-Rh probe binding; inhibition, % at 9.66 µM; hit rate 0.69% among 370,000;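 active = inhibition above a cutoff: mean of compounds within the control limits plus 3 SD of those, cut at about 17% in these data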;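 note: 0% = plate median of compound wells and 100% = probe without SIAE protein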
PRMT1 FP inh: PRMT1 methyltransferase inhibitors, primary screen, biochemical, fluorescence polarization | inhibition, % at 2.79 µM | hit rate 1.3% among 370,000 | Protein arginine N-methyltransferase 1 (Homo sapiens), Q99873 | recombinant PRMT1, activity-based probe fluorescence polarization | AID 652257, 2013;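 active = inhibition above about 21% made by adding two undisclosed values, limit read from the data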
LEDGF integ inh: blockers of LEDGF/p75-dependent integrase strand transfer – biochemical, TR-FRET, high throughput, primary screen; HIV-1 integrase (with human LEDGF/p75); TR-FRET IN-LEDGF/p75 DNA integration, Eu/Cy5; inhibition, % at 3.7 µM; hit rate 0.64% among 370,000;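 active = inhibition above the screen-wide mean plus 3 SD, cut at about 13% in these data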;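 note: signal is the Cy5 over europium emission ratio at 671 and 618 nm; 0% = plate median of compound wells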
TDP2 absorb: human TDP2 enzyme inhibitors, primary screen, biochemical, epi absorbance, recombinant enzyme; hit rate 0.34% among 370,000; inhibition, % at 12.8 µM; T5PNP hydrolysis, p-nitrophenol absorbance 415 nm;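 active = inhibition above the mean of all tested compounds plus 3 SD, set per campaign, cut at about 25% in these data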;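 note: 0% = DMSO with enzyme and 100% = buffer with substrate but no TDP2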
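System – recombinant human TDP2 · Amount – 120 nM TDP2 per well · Buffer or medium – Mg2+-containing Tris-HCl buffer, pH 7.5 · Reagent – T5PNP substrate, 5 mM · Dosing – 12.8 µM single point, 1% DMSO · Incubation – 2 h at 37 °C · Measured by – epi absorbance · Read-out basis – percent inhibition · Benchmarks – high control without enzyme, low control DMSO plus TDP2 · Repeats – singlicate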
mABHD4 FP: ABHD4 inhibitors, primary screen, biochemical, fluorescence polarization, mouse. inhibition, % at 8.92 µM. purified mABHD4, FP-Rh probe fluorescence polarization. (Lyso)-N-acylphosphatidylethanolamine lipase (Mus musculus), Q8VD66. hit rate 0.54% among 370,000;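 active = inhibition exceeding the mean over every tested compound plus 3 SD, cut at about 30% in these data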;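 note: 0% = plate median of compound wells and 100% = S159A mutant with DMSO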
Target sequence (Q8VD66 whole entry, looked up): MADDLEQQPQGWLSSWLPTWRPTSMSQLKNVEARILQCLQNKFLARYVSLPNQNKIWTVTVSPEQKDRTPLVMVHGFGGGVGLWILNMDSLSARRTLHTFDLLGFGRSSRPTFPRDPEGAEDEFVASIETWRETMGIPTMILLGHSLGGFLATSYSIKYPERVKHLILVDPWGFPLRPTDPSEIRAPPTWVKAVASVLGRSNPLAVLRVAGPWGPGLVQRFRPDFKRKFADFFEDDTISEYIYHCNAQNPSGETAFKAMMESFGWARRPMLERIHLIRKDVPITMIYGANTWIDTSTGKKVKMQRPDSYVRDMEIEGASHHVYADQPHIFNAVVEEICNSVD
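Material: mouse ABHD4 enzyme, wild type; Benchmarks: S159A mutant high control, sample median low control; Buffer or medium: HEPES pH 7.0, NaCl, Pluronic buffer; Signal: fluorescence polarization; Read-out: percent inhibition of probe binding, normalized to plate controls; Timing: pre-incubation 45 min, probe exposure 60 min, at 25 °C; Dosing: 8.92 µM, single dose.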
Numbers without * were called inactive; . = no result given.

Results follow in this order: HTRA1 inh, TCR-CD3 inh, PG9 Ab binder, Tn7 DDE FP, UHRF1 MBD2 ctr, SIAE primary, PRMT1 FP inh, LEDGF integ inh, TDP2 absorb, mABHD4 FP
CCCCc1ccc(N=N/C(C(=O)Nc2ccccc2OC)=C(/C)O)cc1
  -3, 1, 1.1, 5, 4, -1, -3, 6, -13, -6
CCN(CC)C(=O)C1=C(C)N(CCC2=CCCCC2)C(=O)C(CC(=O)NCCN2CCOCC2)C1 (configuration not stated)
  4, -7, -0.8, 13, 16, -3, 6, -2, -10, 11
COc1cc(CCCN2C(=O)C(=O)NC[C@@H]2C(C)O)cc(OC)c1OC (some centres not stated)
  8, 3, -0.3, 4, -2, -3, 0, -1, -4, 5
N/C(CSc1nc(-c2ccccc2)c(-c2ccccc2)o1)=N\O
  -14, -2, -0.7, 0, 5, -1, 13, 1, -4, -1
O=C(CN1C(=O)NC2(CCCC2)C1=O)N1CCN(c2ccccc2O)CC1
  7, 8, 1.1, -4, -3, 8, -3, 3, 10, 1
O=C1NCCCC2c3c(cc(Br)c(O)c3Br)OC12N1CCCCC1 (configuration not stated)
  6, 7, -1.9, -6, -9, 4, 79*, -1, 13, 27
C[C@@H]1COc2cccc(NCCCN3CCOCC3)c2S(=O)(=O)N1
  ., 8, -1.6, 3, 18, 6, 3, 1, 10, -5
Cc1ccccc1-c1nc(CS(=O)(=O)CC(=O)NCCCN2C(C)CCCC2C)c(C)o1 (configuration not stated)
  1, 0, 2.6, -5, 0, -4, -2, 8, 1, 0
O=C(NC1=NCCS1)c1cc(-c2cccnc2)nc2ccccc12
  -6, 3, -0.6, 4, -2, 7, 3, 0, 9, -2
Cc1cc(C)c(C#N)c(N2CCN(c3ccc(F)cc3)CC2)n1
  -11, -5, -0.6, 2, 5, 3, -2, 1, 36*, -4
CC(C)CN1C(=O)/C(=C(/C#N)C(=O)NC2CCCCC2)c2ccccc21
  7, 3, -1.6, 6, -2, 9, 2, -2, 5, 10
CC(C(=O)NCCS(=O)(=O)c1ccc(Cl)cc1)S(=O)(=O)c1ccccc1 (configuration not stated)
  2, -3, -0.9, 2, 5, -7, 3, 1, 4, -2
COc1ccc(NC(C)=O)cc1NC(C)c1nc2sc(C)c(C)c2c(=O)[nH]1 (configuration not stated)
  1, 0, 0.1, -7, 0, 3, 3, -5, 5, 4
Nc1nonc1-c1noc(-c2ccccc2Br)n1
  -9, 5, -3.5, -3, -1, -4, -1, 1, -7, 1
Cc1cccc(-n2c(=O)c3ccccc3n3c(=S)[nH]nc23)c1C
  2, -1, 0.6, 0, -1, 10, -2, 0, 5, 6
NC(N)=NNC(=O)c1ccccc1Cl
  2, 2, 0.6, -8, 1, 2, -1, 5, 2, 0
COCCNc1ncnc2c1cnn2Cc1ccccc1Cl
  5, 9, -2.1, -8, -1, -4, -2, 1, -16, -5
O=C(NC1CCCC1)C1c2ccccc2OCC(=O)N1Cc1ccccn1 (configuration not stated)
  ., 5, 1.0, -1, -2, -2, 2, 8, 2, -2
CCOC(=O)CN(C)Cc1cn[nH]c1-c1ccc2cc(OC)ccc2c1
  -9, 5, -2.1, 8, 0, -5, -3, -2, 0, 0
CCNC(=S)N(CCc1ccccc1C)Cc1cc2cc(OC)c(OC)cc2[nH]c1=O
  -11, 9, -1.8, -4, 2, -5, -2, 2, 7, 9
COc1ccc(NC(=O)Cn2cnc3sc(C)c(S(=O)(=O)N4CCN(C)CC4)c3c2=O)cc1OC
  5, 6, -1.8, -1, -1, 8, -1, -3, 6, 3
CC[C@]12c3[nH]c4cc(-c5ccco5)ccc4c3CCN1C(=O)[C@@H](CC(=O)NCc1cccc(C(F)(F)F)c1)C[C@@H]2C(=O)N1CCN(C(=O)C2CC2)CC1
  3, -2, -0.8, 6, 1, -2, 15, -1, 11, 6
Cc1cccnc1NC(=O)c1ccc(C(=O)c2ccccc2)cc1
  -2, -8, 0.5, -3, 17, 2, 2, -2, -5, -1
CCOc1ccccc1C(=O)NC(C)CCc1ccccc1 (configuration not stated)
  ., 1, -1.4, 0, 0, 2, -2, 6, -2, 1
COc1cccc(N2CC(C(=O)NCc3n[nH]c(=O)c4ccccc34)CC2=O)c1 (configuration not stated)
  6, 2, -1.2, 4, 0, -6, 1, -2, -5, 5
CCCCOCCCNC(=O)C[C@@H]1C(=O)N2CCCC3=C2[C@@]1(C(=O)OC)CCCC3
  ., ., ., -2, 1, 2, -4, -1, -3, 0
Cc1c(C(=O)NCc2ccccc2CN2CCCC2)oc2c(F)cccc12
  -12, -3, 0.5, 3, -2, -1, 0, -1, -1, -1
CCc1csc(CNC(=O)C2CCC(=O)N(Cc3cccc(F)c3)C2)n1 (configuration not stated)
  7, 3, -0.8, -4, 0, -6, 0, 0, -6, 2
CC(C)(C)c1ccc(-c2cn(C[C@H](Cc3ccccc3)n3c(=O)c4ccccc4n3Cc3ccccc3)nn2)cc1
  ., ., ., 3, -1, -5, -2, -2, 4, 3
COC(=O)C1=C(C)N(CCCC(=O)O)C(=O)NC1c1cc2c(cc1[N+](=O)[O-])OCO2 (configuration not stated)
  3, -1, -2.7, -6, 14, 8, 27*, 27*, 1, 17
CN(C)C(=O)C12CCC(C)(C(=O)C1Br)C2(C)C (configuration not stated)
  4, 7, 0.2, -5, -1, 3, 0, -1, 6, 0
O=C(CSc1nc2ccccc2s1)N1CCN(C(=O)c2ccco2)CC1
  -3, 7, 1.5, -2, 2, -4, 14, 2, 1, 1
Cc1ccc(Cc2nnc(SCC(=O)Nc3ccc(C)cc3C)[nH]c2=O)cc1
  3, -6, 0.9, -8, 1, -4, -3, 1, -15, -7
COc1ccc2c(Cl)cc(NC(=O)Nc3c(C)cccc3C)nc2c1
  -7, 5, -1.8, 0, 0, -8, 3, 2, -3, -6
CC1(C)CC(=O)c2sc(NC(=O)CCS(=O)(=O)c3ccccc3)nc2C1
  -4, -11, -2.3, -3, -1, 1, 4, -2, 4, 4
COC(=O)c1oc2ccc(Br)cc2c1NC(=O)CCCN1C(=O)c2ccccc2C1=O
  6, -4, 7.5, -2, 2, 7, -1, 1, -7, 3
C[C@H](O)[C@@H]1C(=O)N2CCc3c([nH]c4ccccc34)[C@@H]2C[C@@H]1N(C)C(=O)Nc1ccccc1
  0, 3, 0.0, 3, -3, 7, -3, -1, -2, 1
S=c1[nH]nc(COc2ccccc2)n1/N=C/c1ccccc1Br
  -17, -4, 0.6, 5, -1, 1, 9, -1, 16, -3
Cc1ccc(S(=O)(=O)N2CCOCC2)cc1NC(=O)CSc1nnc(COc2ccccc2F)n1N
  3, 4, 0.5, 2, -2, 7, -2, 3, 2, 2
Cn1nc(-c2ccc(N3CCCCC3)c(NC(=O)c3ccco3)c2)c2ccccc2c1=O
  4, -1, -1.9, -1, 2, -2, 0, 1, 5, -1
O=C(NCC1CCN(Cc2ccccc2Cl)CC1)Nc1cccc(Cl)c1
  -3, 1, 0.6, 1, -2, -1, 3, 0, 14, 2
COc1ccc(CCNC(=O)Cn2cnc3c(nnn3Cc3ccc(C)cc3)c2=O)cc1OC
  9, -3, -0.5, 1, -2, -8, 0, 2, 6, 0
CC1CCCCN1C(=O)CSc1nc2ccccc2n1CC(=O)N1CCc2ccccc21 (configuration not stated)
  -2, -6, -0.9, -6, 0, 3, -1, 5, -29, -2
O=Cc1ccc(-c2nc3ccccc3s2)o1
  -17, 8, -2.4, -7, -7, -6, 3, 4, 10, -6
Cc1c(NC(=O)COC(=O)c2cccn2C)c(=O)n(-c2ccccc2)n1C
  -5, 1, -0.2, 4, -2, -1, -1, -3, -7, -7
Cc1ccc(-c2nn(-c3ccccc3)cc2/C=N/NS(=O)(=O)c2ccccc2)cc1
  -60, 4, -0.7, -1, -5, -58, -2, 4, 8, -44
C=CCN(CC=C)Cc1cc(=O)oc2cc(C)ccc12
  ., 1, -2.7, -5, 0, 6, -4, -3, 0, 3
CC(=O)N1CCN(c2nnnn2-c2ccccc2)CC1
  2, -3, -0.4, -1, 10, 0, 2, -8, 2, 2
Cc1cc(S(=O)(=O)N2CCOCC2)ccc1OCC(=O)Nc1ccc(F)cc1F
  -4, -3, -0.6, -1, 4, 0, 4, -2, -25, -10
COC(=O)c1cccc(CC2(C)C(=O)Nc3cc(-c4ccccc4Cl)ccc32)c1 (configuration not stated)
  ., -7, -1.0, 3, 2, 0, 0, 8, -13, -12
O=c1c2ccccc2cnn1Cc1n[nH]c(=S)n1-c1ccccc1Cl
  4, 0, -2.3, 2, 3, -1, -1, -2, 1, 2
O=C(c1ccc2c(c1)OCO2)N1CCC2(CC1)Oc1ccc(F)cc1C(=O)C21CC(c2cccnc2)=NO1 (configuration not stated)
  -11, 2, -0.6, 7, 0, -1, 2, 2, -2, 4
O=C(Cn1c(=O)c2c(ncn2Cc2ccccc2)n(Cc2ccccc2)c1=O)N1CCc2ccccc21
  -13, -1, 0.7, -2, 8, -8, 1, -5, -10, -5
Cc1ccc(N2CC(=O)Nc3c(oc4nc(-c5ccccc5)cc(C)c34)C2=O)cc1
  4, 4, -1.0, 0, -2, 2, -4, -2, 14, 1
Cc1cccc(OCc2nnc(SCC(=O)N3c4ccccc4Sc4ccc(Cl)cc43)o2)c1
  -20, 3, -1.6, -2, 3, 1, 3, 1, -3, -2
O=C(CSc1nnc(-c2cnccn2)n1Cc1ccco1)c1ccccc1
  1, 8, 0.2, -13, -2, 0, -1, 5, -6, -1
COCc1cc(C)nc(SCC(=O)Nc2ccc(N3CCOCC3)cc2)c1C#N
  16, -11, 1.3, 5, 2, 0, 5, -4, -3, -3

Some of these compounds in order of number of heavy atoms, low to high.
Results follow in this order: HTRA1 inh, TCR-CD3 inh, PG9 Ab binder, Tn7 DDE FP, UHRF1 MBD2 ctr, SIAE primary, PRMT1 FP inh, LEDGF integ inh, TDP2 absorb, mABHD4 FP
O=Cc1ccc(-c2nc3ccccc3s2)o1
  -17, 8, -2.4, -7, -7, -6, 3, 4, 10, -6
CC1CCCCN1C(=O)CSc1nc2ccccc2n1CC(=O)N1CCc2ccccc21 (configuration not stated)
  -2, -6, -0.9, -6, 0, 3, -1, 5, -29, -2
COc1ccc(CCNC(=O)Cn2cnc3c(nnn3Cc3ccc(C)cc3)c2=O)cc1OC
  9, -3, -0.5, 1, -2, -8, 0, 2, 6, 0
